rCAG RNA binder: binds r(CAG) RNA repeats | r(CAG) RNA repeat, TO-PRO-1 dye displacement fluorescence | inhibition, % at 3 µM | 370,000 compounds, 1.3% hits | AID 651821;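 active means inhibition above the plate cutoff, the mean of all test compounds on that plate plus 3 SD, cut at about 35% in these data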;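 further: 0% = DMSO alone and 100% = 100 µM mitoxantrone as full dye displacement; higher means more dye released from RNA so lower well fluorescence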
NPR1 activator: GC-A (human) enzyme activation. P16066. HEK293 GC-A cells, cGMP TR-FRET, EC30 ANP; 0% at EC30 ANP, 100% saturating ANP. activation, % at 10 µM. 370,000 compounds, 0.14% hits. AID 1671463; in the data active means activation above about 40%
GC-B act: GC-B (human) receptor activation. AID 1920062. 370,000 compounds, 0.11% hits. HEK293-GC-B cells, CNP EC30, cGMP TR-FRET; 0% at EC30 CNP, 100% saturating CNP. activation, % at 10 µM;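 active means activation at 10 µM reaching about 35% in either raw or pattern-adjusted values, limit read from the data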
SMARCA2 act: increases SMARCA2 function in MMTV reporter cells. MG213 cells, MMTV-luciferase reporter, dexamethasone, overnight. activation, % at 9.1 µM. 370,000 compounds, 1% hits. AID 652017; in the data active means activation above about 7.8%;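 further: 0% = vehicle wells and 100% = reference activator wells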
Rev-erbA mod: Rev-erb alpha (human) modulation | P20393 | Rev-erbα–FITC-DNA binding, fluorescence polarization, 90 min | activity, % at 10 µM | 370,000 compounds, 0.79% hits | AID 1259318;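 active means activity above about 14%, limit read from the data; passing the limit was not always enough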;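 further: 0% = DMSO wells with 35 nM protein and 100% = DMSO wells with 750 nM protein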
Target sequence (P20393 whole entry, looked up): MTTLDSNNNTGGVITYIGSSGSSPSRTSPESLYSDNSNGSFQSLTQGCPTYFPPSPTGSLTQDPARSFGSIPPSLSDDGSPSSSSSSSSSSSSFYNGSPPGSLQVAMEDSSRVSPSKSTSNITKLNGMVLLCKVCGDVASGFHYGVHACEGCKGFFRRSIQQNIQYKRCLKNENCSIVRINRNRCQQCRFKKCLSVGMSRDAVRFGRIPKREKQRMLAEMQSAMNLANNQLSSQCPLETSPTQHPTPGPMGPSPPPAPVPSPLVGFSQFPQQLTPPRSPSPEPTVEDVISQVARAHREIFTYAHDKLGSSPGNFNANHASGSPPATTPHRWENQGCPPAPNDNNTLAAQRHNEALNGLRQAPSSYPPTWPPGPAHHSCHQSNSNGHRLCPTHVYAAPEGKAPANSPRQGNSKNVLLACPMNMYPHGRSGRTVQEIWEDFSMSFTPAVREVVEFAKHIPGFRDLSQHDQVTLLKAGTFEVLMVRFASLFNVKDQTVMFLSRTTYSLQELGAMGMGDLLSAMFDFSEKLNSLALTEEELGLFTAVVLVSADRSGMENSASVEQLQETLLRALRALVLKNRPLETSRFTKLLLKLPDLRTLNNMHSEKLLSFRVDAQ
HTRA1 inhibitor: blocks human HTRA1 serine peptidase | recombinant HTRA1, FP-rhodamine activity-based probe, fluorescence polarization | 340,000 compounds, 0.5% hits | inhibition, % at 5.96 µM | Q92743; in the data active means inhibition above about 36%;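 further: 0% = enzyme with DMSO and 100% = wells lacking enzyme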
ASAP1 inh: inhibitors of human ASAP1 ArfGAP activity; Q9ULH1; ASAP1-stimulated ARF1 GTP hydrolysis, GDP FP detection; inhibition, % at 16.5 µM; 360,000 compounds, 0.19% hits; in the data active means inhibition above about 25%;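 further: 0% = vehicle with enzyme and substrate and 100% = no enzyme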
mABHD4 FP: inhibitors of mouse ABHD4 | Q8VD66 | purified mABHD4, FP-Rh probe fluorescence polarization | inhibition, % at 8.92 µM | 370,000 compounds, 0.54% hits;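 active means inhibition exceeding the mean over every tested compound plus 3 SD, cut at about 30% in these data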;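 further: 0% = plate median of compound wells and 100% = S159A mutant with DMSO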
Target sequence (Q8VD66 whole entry, looked up): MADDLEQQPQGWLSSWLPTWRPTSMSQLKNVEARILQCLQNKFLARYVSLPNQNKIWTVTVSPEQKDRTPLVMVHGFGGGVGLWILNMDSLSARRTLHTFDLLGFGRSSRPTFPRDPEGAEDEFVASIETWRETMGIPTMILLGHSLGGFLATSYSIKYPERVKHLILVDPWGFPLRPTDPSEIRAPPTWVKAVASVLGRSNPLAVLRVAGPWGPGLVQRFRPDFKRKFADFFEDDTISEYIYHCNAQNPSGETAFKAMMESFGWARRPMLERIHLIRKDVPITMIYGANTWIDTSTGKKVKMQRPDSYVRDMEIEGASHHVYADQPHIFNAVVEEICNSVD
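System: mouse ABHD4 enzyme, wild type / Medium: HEPES pH 7.0, NaCl, Pluronic buffer / Reagent: FP-Rh activity-based fluorescent probe / Control set: S159A mutant high control, sample median low control / Detection: fluorescence polarization with parallel and perpendicular emission, 525/598 nm / Schedule: 45 min + 60 min at 25 °C / Compound dosing: 8.92 µM, single dose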
ARFGAP1 inh: inhibits rat ARF GTPase activating protein 1 | Q62848 | 360,000 compounds, 0.26% hits | inhibition, % at 16.5 µM | Arfgap1-stimulated ARF1 GTP hydrolysis, GDP FP detection;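 active means inhibition above a per-plate limit, mean inhibition of low control wells plus 3 SD, cut at about 25% in these data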;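 further: 0% = DMSO wells with enzyme and 100% = wells lacking Arfgap1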
Target sequence (Q62848 1-136 limits assumed): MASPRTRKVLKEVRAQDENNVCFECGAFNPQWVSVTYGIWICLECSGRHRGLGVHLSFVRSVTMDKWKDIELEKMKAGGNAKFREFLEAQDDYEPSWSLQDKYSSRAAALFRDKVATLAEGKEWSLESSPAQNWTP
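Material: rat Arfgap1 GAP domain (His6, aa 1-136), purified enzyme. Also added: human ARF1(Δ1-17)-GTP substrate. Compound dosing: 16.5 µM single point, 1.26% DMSO. Timing: enzyme reaction 120 min at 25 °C after 20 min preincubation. Signal: GDP detection by fluorescence polarization. Read-out basis: percent inhibition of GAP-stimulated GDP formation, scaled between DMSO and no-Arfgap1 medians.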
PG9 binder: small molecules binding HIV-1 gp120 antibody PG9; TR-FRET gp120-PG9 antibody binding; inhibition, % at 6.7 µM; 360,000 compounds, 0.43% hits; AID 624416; in the data active means inhibition above about 8.5%
Active calls of the source: *; . = not tested or not shown.

SMILES	rCAG RNA binder	NPR1 activator	GC-B act	SMARCA2 act	Rev-erbA mod	HTRA1 inhibitor	ASAP1 inh	mABHD4 FP	ARFGAP1 inh	PG9 binder
CCOc1cc(/C=N\NC(=O)c2ccc(C)nc2)ccc1OC(=O)c1ccc(F)cc1	-1.5	0.3	9.7	1.0	3.0	1.9	9.8	-4.5	-2.5	-1.1
COc1ccc(S(=O)(=O)NCc2cn3c(C)csc3n2)cc1F	1.5	2.8	2.1	-3.0	-1.7	-7.9	-3.8	5.1	-8.7	-1.9
Nc1nnc(CSCc2ccccc2)s1	1.7	3.4	-1.7	1.2	-6.7	2.0	3.8	6.5	7.2	-1.0
COC(=O)CSc1nnc(CNC(=O)c2ccco2)n1-c1ccc(F)cc1	.	-2.6	1.5	.	-7.9	2.4	.	.	.	.
COc1cccc(CC(=NO)c2cccc(OC)c2)c1	1.2	-1.8	-0.1	-0.5	-2.7	-12.2	5.1	-6.5	3.5	0.5
Cc1nc2ccc(NC(=S)N3CCN(c4ccccn4)CC3)cc2nc1C	-0.5	4.3	1.4	-4.4	5.0	3.7	3.8	-1.5	-10.6	0.2
CC(=O)N1c2ccc(S(=O)(=O)NCCc3ccccc3)cc2CC1C (stereo unspecified)	-1.2	-1.9	-1.2	-2.2	4.9	-13.8	-0.9	-4.3	5.2	-2.6
COc1cc(-c2cc(NC=O)c3ncc(-c4ccc(C(C)=O)cc4)n3c2)ccc1O	19.2	14.7	18.5	14.2*	-6.0	.	8.5	2.2	-5.2	-1.8
COc1ccc(CCN(CC(=O)NC(C)(C)C)C(=O)Cn2nnc(-c3ccc(C)o3)n2)cc1OC	-8.0	-3.3	10.0	1.3	8.0	4.0	7.2	7.7	6.4	-0.5
CCC(Oc1ccccc1)C(=O)Nc1ccc(S(=O)(=O)Nc2cc(C)on2)cc1 (stereo unspecified)	4.4	-0.3	-2.6	4.1	3.0	4.6	9.3	0.5	2.8	-1.1
O=S(=O)(NCC(O)COCc1ccco1)c1cccs1 (stereo unspecified)	3.6	-4.3	1.1	3.9	-0.4	1.8	10.4	9.9	-9.0	-1.2
CCN1CCCC1CNC(=O)c1cc2ccc(OC)cc2[nH]1 (stereo unspecified)	6.1	-3.2	-3.2	2.9	-4.3	1.9	6.5	2.2	-5.8	-0.2
CCOCCCNC(=O)CN1C(=O)COc2ccc(S(=O)(=O)N3CCCCCC3)cc21	-7.0	-6.0	-0.6	-3.6	5.6	-0.2	-3.0	-1.8	-1.3	0.1
CCn1cc2nc(SCC(=O)Nc3ccc(OC)cc3OC)n(Cc3ccc(OC)cc3)c(=O)c2n1	6.9	7.9	0.4	-0.6	-8.5	-13.7	15.6	-1.3	8.2	1.9
CC1CCCCN1C(=O)Cc1ccc(Cl)cc1 (stereo unspecified)	0.9	-0.8	-2.4	0.4	-1.3	0.5	-4.8	-4.5	3.8	1.0
COC(=O)[C@]12C[C@H](CC(=O)N3CCC(c4ccccc4)CC3)C(=O)N(CCc3ccc(OC)c(OC)c3)C1=C[C@H](C(C)(C)C)O[C@@H]2C	9.2	-4.7	-3.7	-5.7	10.9	.	1.9	-5.2	-1.2	-3.1
COc1ccc(OCC(O)CN2CCN(c3ccccc3)CC2)cc1 (stereo unspecified)	-7.4	-0.1	1.6	-3.8	2.9	0.2	-6.0	2.5	0.7	2.2
O=C(O)CC(Cc1ccc(Br)cc1)C(=O)Nc1ccccc1 (stereo unspecified)	2.7	1.7	-3.1	-2.3	0.1	0.2	0.7	-1.1	0.3	0.5
COc1ccc(CC(=O)Nc2ccc3c(C)cc(=O)oc3c2)cc1OC	2.3	4.7	4.2	-2.3	3.0	1.3	-6.7	-8.4	2.4	0.1
O=C(O)COCC(=O)Nc1ccc(Oc2ncnc3cc(Cl)ccc23)nc1	4.3	-0.1	3.4	-1.5	0.1	.	0.5	-1.9	8.7	-0.4
CCCN1CCN(CCCNC(=O)CN2C(=O)C(CC)Oc3ccccc32)CC1 (stereo unspecified)	-4.5	1.4	1.4	-2.4	1.1	4.3	5.3	-3.3	-8.7	2.6
Cc1ccc(CN2CCN(CCCn3cccn3)CC2CCO)cc1 (stereo unspecified)	-2.0	-1.1	-6.2	-0.6	-4.2	-0.8	14.4	3.9	0.2	-0.2
COc1ccccc1C1CC(=O)Oc2cc(C)c(Cl)cc21 (stereo unspecified)	9.2	-10.9	-7.6	-2.5	5.0	-7.7	-3.0	2.3	-5.0	2.0
COc1ccc(C(=O)CC(=O)C(=O)Nc2cccc(F)c2)cc1	6.0	-0.1	-3.8	-0.9	-9.2	2.8	2.3	13.3	10.3	-1.1
C/C(=N/NC(=O)c1sc(NS(=O)(=O)c2ccccc2)nc1C)c1ccccc1	58.4*	-0.2	1.3	-1.2	-0.5	-0.4	12.0	4.1	-8.7	-2.2

Five records drawn at random from the list so far:
SMILES	rCAG RNA binder	NPR1 activator	GC-B act	SMARCA2 act	Rev-erbA mod	HTRA1 inhibitor	ASAP1 inh	mABHD4 FP	ARFGAP1 inh	PG9 binder
COc1ccc(CCN(CC(=O)NC(C)(C)C)C(=O)Cn2nnc(-c3ccc(C)o3)n2)cc1OC	-8.0	-3.3	10.0	1.3	8.0	4.0	7.2	7.7	6.4	-0.5
COc1ccc(C(=O)CC(=O)C(=O)Nc2cccc(F)c2)cc1	6.0	-0.1	-3.8	-0.9	-9.2	2.8	2.3	13.3	10.3	-1.1
COC(=O)CSc1nnc(CNC(=O)c2ccco2)n1-c1ccc(F)cc1	.	-2.6	1.5	.	-7.9	2.4	.	.	.	.
CCN1CCCC1CNC(=O)c1cc2ccc(OC)cc2[nH]1 (stereo unspecified)	6.1	-3.2	-3.2	2.9	-4.3	1.9	6.5	2.2	-5.8	-0.2
C/C(=N/NC(=O)c1sc(NS(=O)(=O)c2ccccc2)nc1C)c1ccccc1	58.4*	-0.2	1.3	-1.2	-0.5	-0.4	12.0	4.1	-8.7	-2.2

More records.
SMILES	rCAG RNA binder	NPR1 activator	GC-B act	SMARCA2 act	Rev-erbA mod	HTRA1 inhibitor	ASAP1 inh	mABHD4 FP	ARFGAP1 inh	PG9 binder
CCc1ccc(NC(=O)CC2C(=O)NCCN2C(=O)c2ccccc2OC)cc1 (stereo unspecified)	-3.1	3.8	-4.7	-2.1	1.9	6.6	-1.6	-0.6	7.4	-1.4
CC(=O)N1CCSc2ccc(S(=O)(=O)NCCc3ccc(C)cc3)cc21	-2.4	1.8	3.7	-2.6	-0.6	-3.7	-9.9	1.5	3.1	-0.7
CC1CCCC(C)N1CC(C)(C)NS(=O)(=O)c1ccc(Cl)cc1 (stereo unspecified)	-2.8	-0.5	-2.2	-4.5	1.1	3.4	10.4	1.5	8.2	-1.7
O=C1CCCc2nc3c(cc21)C(O)Oc1c-3ccc2ccccc12 (stereo unspecified)	3.4	14.8	10.7	3.6	0.2	-1.6	7.8	-7.2	3.0	-0.6
CC1CC(C)CN(CCCNC(=O)CCNC(=O)Cn2cnc3ccccc3c2=O)C1 (stereo unspecified)	-0.8	-1.3	4.8	-1.6	-0.4	0.1	3.6	-4.2	3.7	-0.3
O=C1CC2(CCN(C(=O)C(=O)c3c[nH]c4ccccc34)CC2)Oc2ccccc21	-4.0	-4.9	-0.9	-0.7	3.0	-6.7	-12.8	3.0	-7.4	-2.4
C/C(=N\OCc1ccccc1)c1c(O)cc(C(C)C)n(-c2ccccc2)c1=O	-3.7	-1.2	0.7	-2.1	-10.1	-7.5	5.2	2.9	1.8	0.4
Cc1occc1C(=O)NC(C)C1CCCO1 (stereo unspecified)	1.6	0.8	3.5	0.7	7.3	-2.6	-6.8	3.8	-0.1	-0.7
COc1ccc(C2=Nn3c(nnc3-c3ccccc3Cl)SC2)cc1OC1CCCC1	1.5	9.8	6.0	3.2	0.2	-65.2	-6.7	-7.7	-0.8	-1.1
CC1CC(C)CN(S(=O)(=O)c2ccc(C(=O)N3CCCC3)cc2)C1 (stereo unspecified)	-10.9	-0.4	3.0	-4.2	1.3	-1.9	-7.4	3.0	-8.2	2.1
Cc1ccccc1CS(=O)(=O)Cc1ccc(C(=O)NCCc2ccccc2)o1	-0.7	2.9	4.3	1.3	-0.4	-1.5	6.8	-16.3	16.1	-0.3
Cc1onc(-c2ccccc2)c1C(=O)Nc1sc2c(c1C(N)=O)CCC2	11.2	1.9	-7.0	1.2	-7.4	-4.0	16.3	8.2	6.5	-2.9
COC(=O)C1=C(C)NC(C)=C(C(=O)OC)C1/C=C/c1ccccc1	-2.5	-21.6	-9.3	-2.4	0.4	-12.6	13.9	-6.9	2.5	0.7
COC(=O)[C@]12C[C@H](CC(=O)N3CCSCC3)C(=O)N(CCc3ccc(OC)c(OC)c3)C1=C[C@H](C(C)(C)C)O[C@@H]2C	-0.6	-3.9	2.1	-2.1	2.5	.	.	0.0	.	.
Cc1ccc(C)c(N(CC(=O)NC2CCCC2)C(=O)CCC(=O)Nc2nccs2)c1	-7.4	-11.6	0.3	-0.7	-2.5	0.3	0.5	0.3	9.9	-1.6
N#CC1(NC(=O)CN2CCN(S(=O)(=O)c3ccccc3F)CC2)CCCC1	-3.5	-0.3	-0.2	-1.3	2.8	-0.8	-4.4	-1.9	12.2	1.2
COc1cccc(/C=C/c2ccncc2)c1OC	5.8	0.7	-6.3	3.8	-1.3	2.0	3.5	2.0	11.0	-0.1
COc1ccc(NC(=O)CSc2nc3c(cc2C#N)CN(C)CC3)cc1	6.5	4.8	0.0	1.2	-2.2	-2.1	8.9	5.3	3.9	-3.2
Cc1nc(-c2ccccc2)sc1C(=O)CSc1ccc(Cl)cc1	-0.2	-3.2	0.1	1.0	-0.8	7.3	13.9	1.4	7.7	-1.5
COc1ccc(CC(=O)OCC(=O)c2c(N)n(C)c(=O)n(C)c2=O)cc1OC	-0.9	-1.4	-2.2	-2.5	1.8	9.3	-1.4	1.9	-3.9	1.1
O=[N+]([O-])c1ccccc1C=NNc1ccccc1	1.5	-2.3	-1.6	7.2	-3.7	15.3	1.3	11.1	8.5	-1.7
Cc1noc(C)c1S(=O)(=O)N1CCN(c2ccc([N+](=O)[O-])cc2)CC1	-2.0	-0.5	-0.4	-3.8	0.7	3.9	10.8	4.4	-0.3	-4.0
Cc1cccc(CCNC(=O)CN(C)S(=O)(=O)c2ccc3c(c2)c(=O)n(C)c(=O)n3C)c1	0.5	2.6	1.0	-4.4	-5.2	-2.9	-0.7	6.1	-4.5	-0.5
O=C(Nc1ccccc1)C1CCCN(S(=O)(=O)c2ccc(-n3cnnn3)cc2)C1 (stereo unspecified)	4.0	-2.4	5.4	-4.0	-5.0	-1.7	7.0	-7.6	-8.1	-0.2
COC(=O)[C@]12CCCCC=C1N(CCC1=CCCCC1)C(=O)[C@H](CC(=O)NCCc1ccccc1OC)C2	4.6	-1.1	0.7	-1.1	5.1	.	-15.0	-4.7	6.0	-0.4
CC(C)c1cc(C(=O)N2CCCC(Nc3ccc(F)cc3)C2)nc(N)n1 (stereo unspecified)	-2.4	-2.0	2.8	-3.5	0.1	-6.1	9.0	3.7	-10.2	-1.2
O=C(Nc1cc(Cl)ncn1)c1ccccc1	-0.1	11.0	2.5	-3.0	-2.0	.	-5.0	-9.8	0.7	-1.4

Screening data deposited in PubChem by several laboratories.
